Assay outcomes (PubChem BioAssay)
Giardia killer: Small Molecules that selectively kill Giardia lamblia: qHTS; 340,000 tested, 0.15% active; Giardia lamblia trophozoite viability; activity change, % at 7.66 µM, hits read low; in the data active means activity change below about -80%; inconclusive means between about -30% and that limit;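 further: parasites exposed to compound for two days anaerobically before the ATP read; on the % scale 0 is the no-effect control and ±100 the full control effect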
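Trophozoites 100 cells/well + cpd; 48 hrs, 37 deg C, anaerobic. ATPLite 1-Step added, 15-30 min RT, luminescence read (ATP-based viability).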
PKM2 act: qHTS Assay for Activators of Human Muscle isoform 2 Pyruvate Kinase | AID 1631, 2009 | purified PKM2, Kinase-Glo ATP luminescence, activation; response scale: 0% is enzyme alone, no compound | Potency, µM (doses to about 57.5 µM), for inactives: top-dose activation, most hits filed as activators | 260,000 tested, 0.34% active | Pyruvate kinase PKM (Homo sapiens), P14618; further: potency means the concentration at half of the fitted maximal effect; on the % scale 0 is the no-effect control and ±100 the full control effect; nearly all actives have a fitted effect of over 55% in size
Target sequence (P14618 whole entry, looked up, canonical isoform): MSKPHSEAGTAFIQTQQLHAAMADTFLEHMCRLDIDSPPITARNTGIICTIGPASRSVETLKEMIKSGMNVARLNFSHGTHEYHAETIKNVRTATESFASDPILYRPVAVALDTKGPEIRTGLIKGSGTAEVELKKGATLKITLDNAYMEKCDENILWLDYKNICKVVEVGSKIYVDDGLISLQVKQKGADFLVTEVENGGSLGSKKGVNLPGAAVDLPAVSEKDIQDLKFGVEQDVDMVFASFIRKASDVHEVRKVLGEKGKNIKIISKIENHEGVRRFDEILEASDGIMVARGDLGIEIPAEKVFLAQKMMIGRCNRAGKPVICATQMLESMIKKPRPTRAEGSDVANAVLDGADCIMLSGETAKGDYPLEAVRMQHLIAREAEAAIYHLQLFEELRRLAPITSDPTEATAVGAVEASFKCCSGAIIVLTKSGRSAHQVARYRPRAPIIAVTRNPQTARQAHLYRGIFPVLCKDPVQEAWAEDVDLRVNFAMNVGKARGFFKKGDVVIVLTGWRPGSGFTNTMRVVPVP
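ATP formation by purified human PK-M2, quantified via coupled luciferase luminescence after 1 h at room temperature with 0.1 mM ADP and 0.5 mM PEP final.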
p53 reactivator: qHTS assay for re-activators of p53 using a Luc reporter; H1299 p53-A138V BP100-luciferase reporter, luminescence, 24 h; Potency, µM (highest dose often 92.2 µM), for inactives: top-dose activity change, positive = activation, most hits filed as activators; 320,000 tested, 0.063% active; AID 504706, 2011; further: potency means the concentration at half of the fitted maximal effect; % of control where 0% means no effect; nearly all actives have a fitted effect of over 45% in size
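H1299 (p53-null), stable ts p53-A138V + BP100-Luc; 1000 cells/well, Opti-MEM/10% FBS; cpd 4 pt, 1:5; 24 h, 37 deg C, 5% CO2; detection reagent 10 min RT; luminescence.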
FLuc counter: qHTS profiling assay for firefly luciferase inhibitor/activator using purifed enzyme and Km concentrations of substrates (counterscreen for miR-21 project). purified FLuc, Km substrates, luminescence inhibition. 360,000 tested, 6.9% active. Potency, µM (series often up to 57.5 µM), without a hit: at the top dose activity change, negative = inhibition, hits mostly inhibitors. Luciferin 4-monooxygenase (Photinus pyralis), P08659;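 further: potency means the concentration at half of the fitted maximal effect; plate controls were vehicle for no effect and reference inhibitor for full effect; nearly all actives have a fitted effect of over 55% in size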
Target sequence (P08659 whole entry, looked up): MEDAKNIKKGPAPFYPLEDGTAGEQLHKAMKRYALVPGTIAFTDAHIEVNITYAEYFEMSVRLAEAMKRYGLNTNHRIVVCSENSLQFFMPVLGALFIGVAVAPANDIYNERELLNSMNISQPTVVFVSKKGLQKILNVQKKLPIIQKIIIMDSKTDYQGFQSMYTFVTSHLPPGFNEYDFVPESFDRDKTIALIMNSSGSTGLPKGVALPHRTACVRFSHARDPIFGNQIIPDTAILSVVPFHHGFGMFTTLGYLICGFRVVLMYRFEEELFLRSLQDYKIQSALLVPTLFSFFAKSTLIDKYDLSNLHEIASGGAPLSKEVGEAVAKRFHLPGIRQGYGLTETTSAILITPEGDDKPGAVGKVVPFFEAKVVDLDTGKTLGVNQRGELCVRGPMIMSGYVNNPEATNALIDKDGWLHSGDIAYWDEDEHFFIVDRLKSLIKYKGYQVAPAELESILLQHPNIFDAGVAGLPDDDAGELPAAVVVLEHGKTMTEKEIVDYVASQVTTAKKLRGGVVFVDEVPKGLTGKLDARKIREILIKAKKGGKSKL
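Purified P. pyralis luciferase (10nM final) with 10uM D-luciferin and 10uM ATP (Km levels) in 50mM Tris acetate pH 7.5, 10mM Mg acetate, 0.01% Tween-20, 0.05% BSA; qHTS 6-point titration, ~60 µM downward; luminescence read.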
BRCA1 expr act: qHTS Assay to Identify Small Molecule Activators of BRCA1 Expression; 380,000 tested, 1.1% active; Potency, µM (top dose mostly 46.1 µM), without a hit: at the top dose activation, hits mostly activators; MCF7-BRCA1-FFLuc reporter, luminescence, 48 h; response scale: scaled: vehicle 0%, 10 µM genistein 100%; further: potency means the concentration at half of the fitted maximal effect; nearly all actives have a fitted effect of over 80% in size; some results filed as inactive show a strong effect at the top dose
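MCF7-BRCA1-FFLuc, 2000 cells/well; 2 h attach, 37 °C/5% CO2; compound 48 h; luciferase substrate 15 min; luminescence end-point. Norm. to genistein 10 microM max activation and DMSO; concentration-response curves fitted.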
Gal4-VP16 FLuc: VP16 counterscreen qHTS for inhibitors of ROR gamma transcriptional activity | Drosophila S2 Gal4-VP16 UAS-luciferase, luminescence, 20 h | Potency, µM (highest dose often 53.6 µM), for inactives: at the top dose activity, negative = inhibition, actives largely listed as inhibitors | 310,000 tested, 3.5% active;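 further: Gal4-VP16 expression switched on by copper sulfate through the metallothionein promoter; potency means the concentration at half of the fitted maximal effect; on the % scale 0 is the no-effect control and ±100 the full control effect; nearly all actives have a fitted effect of over 50% in size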
Rab9 prom act: qHTS Assay for Rab9 Promoter Activators | Huh7 Rab9 promoter-luciferase reporter, luminescence, 24 h | Potency, µM (top dose mostly 9.22 µM), without a hit: at the top dose activation, negative = inhibition, usual class: activators | 320,000 tested, 2.8% active | AID 485297, 2010; further: potency means the concentration at half of the fitted maximal effect; % of control where 0% means no effect; nearly all actives have a fitted effect of over 60% in size
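Stable Rab9-luc Huh7, 1500 cells/well, 2 h settle; cmpd in DMSO, 24 h, 37 °C/5% CO2; luciferase reagent 10 min RT; luminescence.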
RORg inh: qHTS for inhibitors of ROR gamma transcriptional activity; Drosophila S2 Gal4-RORgamma UAS-luciferase reporter, 20 h; Potency, µM (series often up to 53.6 µM), inactives show top-dose activity change, negative = inhibition, most hits filed as inhibitors; 310,000 tested, 5.4% active; Nuclear receptor ROR-gamma (Mus musculus), P51450; further: potency means the concentration at half of the fitted maximal effect; on the % scale 0 is the no-effect control and ±100 the full control effect; nearly all actives have a fitted effect of over 60% in size
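Read-out: Photinus luciferase luminescence; inhibitors lower reporter signal. Insect Schneider cells with Gal4-ROR gamma fusion under metallothionein promoter, UAS reporter; 700 uM final copper sulfate induction, 20 hr, ambient temperature.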
Menin-MLL TR inh: qHTS Assay for Inhibitors Targeting the Menin-MLL Interaction in MLL Related Leukemias: Competition With Texas Red Labeled MLL-derived Mutant Peptide; Potency, µM (highest dose often 61.6 µM), without a hit: at the top dose FP activity change, negative = inhibition, hits mostly inhibitors; O00255; 270,000 tested, 0.23% active; Menin + Texas Red MLL mutant peptide, fluorescence polarization; AID 1768, 2009; active means well fitted inhibition curve with a large enough effect in the polarisation, with a control signal flat, not every such curve was filed as active; inconclusive means small, poorly fitted or top-dose-only effect, or effect the other way, or a change in a side signal; inactive means no such curve, though single readings can be large or run the other way; the % refers to the polarisation; further: potency means the concentration at half of the fitted maximal effect; % of control where 0% means no effect; many of its hits are not listed in these tables
ELG1 genotox: qHTS screen for small molecules that induce genotoxicity in human embryonic kidney (HEK293T) cells expressing luciferase-tagged ELG1; 330,000 tested, 1.3% active; Potency, µM (top dose mostly 46 µM), inactives show at the top dose activity change, positive = activation, actives largely listed as activators; HEK293T ELG1-luciferase reporter, luminescence, 16 h; AID 504466, 2011; further: potency means the concentration at half of the fitted maximal effect; % of control where 0% means no effect; nearly all actives have a fitted effect of over 60% in size
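Step 1: seed 2,000 HEK293T ELG1-luciferase cells per well. Step 2: add compound or DMSO, incubate 16 hr at 37 °C. Step 3: ONE-Glo, 30 min at room temperature, read luminescence.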
NPC1 prom act: qHTS Assay for NPC1 Promoter Activators. Huh7 NPC1 promoter luciferase reporter, 24 h. Potency, µM (titrated, usually from 9.22 µM), without a hit: top-dose activation, actives largely listed as activators. 320,000 tested, 2.4% active. AID 485313, 2010;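 further: potency means the concentration at half of the fitted maximal effect; % of control where 0% means no effect; nearly all actives have a fitted effect of over 60% in size; reporter is driven by a mutant NPC1 promoter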
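Cells: Huh7 expressing luciferase under the NPC1 promoter, 1500/well. Seeded 2 h, compound added, incubated 24 h at 37 °C. Luciferase reagent, 10 min ambient, then luminescence.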
Numbers without * were called inactive; ? = inconclusive; . = not tested or not shown; & = joins results of further samples; [ ] = dose if it differs, or a comment. Unless noted, the call rests on the fitted dose curve; in most records, active means well fitted curve in the direction sought with a large enough effect; inconclusive means small, poorly fitted or top-dose-only effect, or another doubt; inactive means no such curve, though single readings can be large; an effect the other way counts as inactive or inconclusive. An excerpt; count on the stated rates, not on these rows.

SMILES	Giardia killer	PKM2 act	p53 reactivator	FLuc counter	BRCA1 expr act	Gal4-VP16 FLuc	Rab9 prom act	RORg inh	Menin-MLL TR inh	ELG1 genotox	NPC1 prom act
CSC1=C(C#N)C(c2ccccc2)C(C(C)=O)=C(C)N1 (configuration not stated)	-4	2%	-2%	5%	-7%	17%	-10%	-44%	13%	-2%	-13%
COCCN1C(=O)c2cc(C(=O)Nc3ccc(OC)c(OC)c3)ccc2C1Nc1ccc(OC)c(OC)c1 (configuration not stated)	2	10%	0%	-3%	3%	-2%	2%	-16%	3%	2%	-3%
COc1ccc(-c2ccc(/C=C(\NC(=O)c3ccccc3)C(=O)N3CCOCC3)o2)cc1	-3	-15%	-6%	-5%	-61%	-11%	1%	7%	-12%	-8%	-3%
CCCN(C(=O)CSc1ncnc2sccc12)c1c(N)n(Cc2ccccc2)c(=O)[nH]c1=O	-21	.	-4%	.	-8%	.	-4%	.	.	4%	-2%
CCn1c(NC(C)=O)nc2ccccc21	15	2%	5%	3%	-3%	?	1%	?	12%	1%	-4%
O=C(NC1CCCN(Cc2ccc(Cl)cc2)C1)c1ccccc1-c1ncc[nH]1 (configuration not stated)	1	-3%	11%	1%	-16%	2%	-8%	-9%	-3%	-2%	0%
Cc1c(NC(=O)CSc2nc(N)cc(N)n2)c(=O)n(-c2ccccc2)n1C	11	.	16%	0%	-26%	.	3%	.	.	1%	-1%
Cc1cc(/C=N\NC(=O)COc2cccc3cccnc23)c(C)n1-c1ccccc1	7	7%	12%	1.3µM*	85%	3%	-6%	22%	10%	1%	-1%
CC(NC(=O)c1ccccc1)c1nnc(SCc2nc3ccccc3c(=O)[nH]2)n1C (configuration not stated)	5	0%	-3%	0%	-7%	-13%	0%	-8%	-10%	0%	2%
Cc1ccc(S(=O)(=O)CNC(=S)c2cccc(C)c2)cc1	2	-5%	1%	4%	3%	?	0%	13µM*	11%	-3%	1%
CC(C)N1CCN(Cc2cc3ccccc3[nH]2)CC1CCO (configuration not stated)	21	3%	12%	-3%	0%	15%	4%	-1%	-1%	0%	1%
CCc1nnc(NC(=O)CCn2cnc3ccccc3c2=O)s1	-19	-6%	15%	-2%	24%	-10%[10 µM]	7%	4%	1%	-1%	-1%
CCN(CC)CCCC(C)NC(=O)c1ccc(C(F)(F)F)cc1 (configuration not stated)	3	-2%	7%	-2%	3%	-2%	10%	-12%	-4%	6%	-9%
COC(=O)c1sccc1NC(=O)CNC(=O)c1ccccc1	13	1%	3%	2%	8%	25%	1%	10%	1%	4%	-1%
O=C(/C=C/c1ccc(Cl)cc1)Nc1ccccc1N1CCOCC1	0	-11%	4%	-8%	13%	3%	-1%	42%	-1%	-3%	3%
Cc1cc(C)n2nc(C(=O)NCc3cccc(C(F)(F)F)c3)nc2n1	0	-5%	-3%	6%	-34%	6%	1%	-8%	-12%	11%	-14%
Cc1ccc(/C=C/c2nc3ccccc3c(=O)[nH]2)cc1	-90*	-24%	17%	0.15µM*	4%	?	0.35µM*	2.5µM*	.	?	0.5µM*
COc1ccccc1NC(=O)CS(=O)(=O)c1cccc2nsnc12	-6	-4%	-6%	14%	-2%	-6%	10%	15%	-5%	-1%	-1%
Cc1cc(NC(=O)Cn2nnc(-c3ccccc3N)n2)no1	?	5%	1%	10%	17%	0%	-7%	-25%	7%	0%	-3%
COc1ccc2c(c1)[nH]c1c(=O)n(CCN3CCOCC3)cnc12	6	-3%	2%	-12%	0%	3%	1%	38%	.	3%	8%
N#C/C(=C(/O)c1ccco1)c1nc2ccccc2[nH]1	-8	-20%	3%	19µM*	-47%	?	?	7.1µM*	-11%	2%	16%
CCN(C(=O)/C=C/c1cc(OC)c(OC)c(OC)c1)C1CCCCC1	-23	1%	1%	-9%	-21%	9%	-4%	21%	?	-5%	-2%
C=CCn1c(-c2csc(-c3ccccc3)n2)n[nH]c1=S	3	-4%	.	3%	16%	0.71µM*	.	4µM*	-21%	.	.
Cc1cccc(C)c1OCc1cc(C(=O)N(C)Cc2nc3ccccc3[nH]2)no1	-8	3%	-1%	-2%	-30%	?	6%	?	-1%	-6%	-3%
Cn1c(C(=O)NCc2ccccn2)cc2c(=O)n3ccccc3nc21	-13	6%	?	15µM*	5µM*	-4%	2µM*	-8%	-10%	?	?
Other entries follow.
SMILES	Giardia killer	PKM2 act	p53 reactivator	FLuc counter	BRCA1 expr act	Gal4-VP16 FLuc	Rab9 prom act	RORg inh	Menin-MLL TR inh	ELG1 genotox	NPC1 prom act
Cc1ccc(C=Nc2ccccc2C(=O)Nc2ccccc2)cc1	?	3%	1%	3%	66%	9%	0%	-1%	-3%	6%	0%
COc1ccc(/C=C(\C#N)C(=O)OCC(=O)NC(C)c2ccccc2)cc1 (configuration not stated)	-2	-4%	-5%	-2%	-13%	0%	3%	-4%	-6%	1%	-2%
O=C1C=C(Nc2ccc(Cl)cc2)CC(c2ccco2)C1 (configuration not stated)	3	-5%	-1%	6%	-62%	-9%	-1%	?	-2%	0%	-7%
COc1ccc(C=O)cc1CSc1nnc(COc2cccc3cccnc23)o1	-5	3%	-5%	-4%	-18%	-1%	-7%	?	6%	-1%	0%
O=C(NCC1OCCc2ccccc21)c1ccc(NC(=O)c2ccc(Cl)cc2Cl)cc1 (configuration not stated)	-22	0%	-9%	2%	-9%	?	-2%	?	-12%	1%	-2%
O=C(Nc1ccnn1C1CCN(Cc2ccc(F)cc2)CC1)C1CC1	-7	1%	.	-1%	3%	.	0%	.	-8%	-6%	1%
COc1ccc2nc(CNC(=O)C3CCC(=O)N(CCc4ccccc4)C3)[nH]c2c1 (configuration not stated)	-16	0%	-15%	5%	-8%	5%	8%	?	29%	-6%	0%
Cc1cc(Nc2ccccc2)nc(N2CCOCC2)n1	5	-1%	9%	-15%	14%	16%	16%	?	8%	15%	10%
CCOP(=O)(OCC)C(NC(=O)/C=C/c1ccc(OC)cc1)c1ccccc1 (configuration not stated)	-2	0%	-3%	4%	3%	-5%	3%	3%	2%	-3%	0%
O=[N+]([O-])c1cccc(/C=C/c2ccncc2)c1	1	-4%	10%	-19%	0%	-15%	22%	-10%	.	17%	3%
COc1ccc(S(=O)(=O)Nc2cccc(F)c2)cc1C	-8	6%	-3%	-3%	18%	-6%	-6%	2%	17%	-3%	-6%
CN1CCN(c2cc(-c3cc(O)c4ncccc4c3)ccn2)CC1	13	.	20%	4%&5%	-75%	.	-5%&1%	.	.	7%	-3%&-4%
CCN(C(=O)COC(=O)c1cccc(S(=O)(=O)N(CC)CC)c1)C1CCS(=O)(=O)C1 (configuration not stated)	4	0%	-2%	0%	5%	8%	-2%	-1%	.	3%	-2%
O=C(COC(=O)c1cc(-c2ccccn2)nc2ccccc12)Nc1ncc(C(F)(F)F)cc1Cl	-8	4%	5%	-2%	3%	-7%	-33%[inhibitor]	18%	.	?	2%
COc1ccccc1C(=O)NCCC(=O)N(C)CC(=O)Nc1ccc(C)cc1	11	.	-2%	0%	0%	.	0%	.	.	2%	0%
CC(C)COc1ccc(/C(=N/O)c2ccccc2)cc1	-13	-2%	16%	17µM*	87%	14%	22%	-18%	0%	?	20%
CC(=O)Nc1ccc(S(=O)(=O)N2CCC(C(=O)Nc3nccs3)CC2)cc1	3	.	0%	2%	2%	11%	-1%	6%	.	0%	-2%
Cc1cc(C(=O)COC(=O)C2=NNC(=O)CC2)c(C)n1-c1cccc(C(F)(F)F)c1	7	-5%	-4%	-4%	-22%	1%	-12%	-3%	.	-4%	-4%
O=C(NCCCn1ccnc1)/C(=C\c1cccs1)NC(=O)c1cccs1	60[activator]	-7%	-4%	-4%	0%	5%	3%	-3%	-8%	3%	-4%
Cc1cccc(Nc2nc(N)nc(CN3CCC(C(N)=O)CC3)n2)c1C	-2	-3%	1%	0%	-1%	-1%	1%	-17%	14%	0%	-3%
COc1ccc(C(=O)CN2CCN(c3ccc(F)cc3)CC2)cc1	21	-3%	10%	-4%	-1%	22%	1%	13%[1.91 µM]	-11%	-10%	1%
